# Assay outcomes deposited in PubChem BioAssay by National Center for Advancing Translational Sciences (NCATS).
# BRCA1 expr act = increases BRCA1 expression. MCF7-BRCA1-FFLuc reporter, luminescence, 48 h; response scale: scaled: vehicle 0%, 10 µM genistein 100%. Potency, µM (series often up to 46.1 µM), for inactives: at the highest dose activation, actives largely listed as activators. hit rate 1.1% among 380,000; further: potency means the concentration at half of the fitted maximal effect; nearly all actives have a fitted effect of over 80% in size; some results filed as inactive show a strong effect at the top dose
#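 48 h compound treatment of MCF7-BRCA1-FFLuc cells (phenol-red free MEM, 37 °C), then 15 min with luciferase substrate and luminescence imaging.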
# ELG1 genotox = inducers of genotoxicity in HEK293T ELG1-luciferase cells; hit rate 1.3% among 330,000; Potency, µM (highest dose often 46 µM), without a hit: at the highest dose activity change, positive = activation, most hits filed as activators; HEK293T ELG1-luciferase reporter, luminescence, 16 h; further: potency means the concentration at half of the fitted maximal effect; % of control where 0% means no effect; nearly all actives have a fitted effect of over 60% in size
#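 HEK293T cells expressing luciferase-tagged ELG1 were exposed to compound or DMSO vehicle for 16 hr at 37 °C and 5% CO2. Luciferase activity was then measured with ONE-Glo after 30 min at room temperature.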
# Tb PFK inh = blocks T. brucei phosphofructokinase; O15648; T. brucei PFK, ADP-Glo luminescence; Potency, µM (titrated, usually from 57.5 µM), without a hit: at the highest dose activity, negative = inhibition, hits mostly inhibitors; hit rate 0.17% among 330,000;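 further: potency means the concentration at half of the fitted maximal effect; 0% = uninhibited 1x PFK enzyme wells and -100% = no-enzyme wells; nearly all actives have a fitted effect of over 60% in size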
# Target sequence (O15648 whole entry, looked up): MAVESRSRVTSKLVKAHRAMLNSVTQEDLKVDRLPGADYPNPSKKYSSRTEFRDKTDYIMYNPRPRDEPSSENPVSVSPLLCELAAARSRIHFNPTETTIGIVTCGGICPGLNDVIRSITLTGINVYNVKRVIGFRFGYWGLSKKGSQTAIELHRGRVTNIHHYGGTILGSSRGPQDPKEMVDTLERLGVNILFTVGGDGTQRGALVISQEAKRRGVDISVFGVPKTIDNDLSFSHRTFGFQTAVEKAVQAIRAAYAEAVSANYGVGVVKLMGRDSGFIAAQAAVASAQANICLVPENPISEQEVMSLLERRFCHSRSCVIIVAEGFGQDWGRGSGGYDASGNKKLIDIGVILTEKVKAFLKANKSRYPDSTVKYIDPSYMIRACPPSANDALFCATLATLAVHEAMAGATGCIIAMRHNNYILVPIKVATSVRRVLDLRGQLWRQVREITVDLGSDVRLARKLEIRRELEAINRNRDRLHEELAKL
#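 Luminescent ADP detection (ADP-Glo, two-step: ATP depletion then ADP-to-ATP conversion for luciferase) reported PFK activity after 45 min room-temperature reaction of 1.25 nM enzyme with 0.5 mM F6P and 0.1 mM ATP at pH 8.0.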
# TRPV1 ag = agonists of human vanilloid receptor 1 (TRPV1); Q8NER1; activation, % at 8.33 µM; TRPV1-expressing cells, Fluo-8 calcium influx, agonist mode; AID 540275; hit rate 0.19% among 320,000; in the data active means activation above about 80%; inconclusive means between about 30% and that limit; further: 0% is about no effect
#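 TRPV1-expressing cells were cultured overnight at 35.5C and loaded with Fluo-8 calcium dye for 40 to 90 min at room temperature. After a 10 s baseline, compound was added and calcium influx was read kinetically for 3 min (ex 480/em 520 nm).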
# p53 reactivator = restores transcriptional activity of mutant p53. H1299 p53-A138V BP100-luciferase reporter, luminescence, 24 h. Potency, µM (top dose mostly 92.2 µM), without a hit: top-dose activity change, positive = activation, usual class: activators. hit rate 0.063% among 320,000. AID 504706; further: potency means the concentration at half of the fitted maximal effect; % of control where 0% means no effect; nearly all actives have a fitted effect of over 45% in size
#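 H1299 (p53-null), stable ts p53-A138V + BP100-Luc; 1000 cells/well, Opti-MEM/10% FBS; cpd 4 pt, 1:5; 24 h, 37 deg C, 5% CO2; detection reagent 10 min RT; luminescence.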
# NPC1 prom act = activators of NPC1 promoter. Potency, µM (top dose mostly 9.22 µM), for inactives: at the highest dose activation, hits mostly activators. Huh7 NPC1 promoter luciferase reporter, 24 h. hit rate 2.4% among 320,000;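 further: potency means the concentration at half of the fitted maximal effect; % of control where 0% means no effect; nearly all actives have a fitted effect of over 60% in size; reporter is driven by a mutant NPC1 promoter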
#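 Luminescence from an NPC1 promoter-driven luciferase reporter in stably transfected Huh7 cells was measured after 24 h compound treatment at 37 °C, followed by 10 min ambient incubation with luciferase detection reagent.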
# Gal4-VP16 FLuc = Gal4-VP16 reporter inhibition counter-screen; Drosophila S2 Gal4-VP16 UAS-luciferase, luminescence, 20 h; Potency, µM (series often up to 53.6 µM), for the others: at the highest dose activity, negative = inhibition, actives largely listed as inhibitors; hit rate 3.5% among 310,000;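 further: Gal4-VP16 expression switched on by copper sulfate through the metallothionein promoter; potency means the concentration at half of the fitted maximal effect; on the % scale 0 is the no-effect control and ±100 the full control effect; nearly all actives have a fitted effect of over 50% in size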
# ELG1 DNA repair = ELG1-dependent DNA repair inhibition; HEK293T ELG1-luciferase reporter, luminescence, 16 h; DNA damage induced by 5-fluorouridine; Potency, µM (series often up to 46.1 µM), inactives show at the top dose activity change, negative = inhibition, actives largely listed as inhibitors; hit rate 2.3% among 330,000; AID 504467; further: potency means the concentration at half of the fitted maximal effect; on the % scale 0 is the no-effect control and ±100 the full control effect; nearly all actives have a fitted effect of over 55% in size
#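 Luminescence from the luciferase reporter, measured 30 min after ONE-Glo reagent at room temperature, was the read-out. Beforehand, 2,000 cells per well were exposed for 16 hr at 37 °C to 5-fluorouridine together with compound or vehicle.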
# Rab9 promoter act = activates the Rab9 promoter | Huh7 Rab9 promoter-luciferase reporter, luminescence, 24 h | Potency, µM (series often up to 9.22 µM), inactives show at the top dose activation, negative = inhibition, usual class: activators | hit rate 2.8% among 320,000; further: potency means the concentration at half of the fitted maximal effect; % of control where 0% means no effect; nearly all actives have a fitted effect of over 60% in size
#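 Cells were plated at 1500 per well in reduced-serum medium with 10% FBS and left 2 h. Compound in DMSO was then added for 24 h at 37 °C. Reporter signal was read by luminescence after 10 min with luciferase detection reagent.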
# RORgamma inh = ROR gamma (mouse) transcription inhibition | Drosophila S2 Gal4-RORgamma UAS-luciferase reporter, 20 h | Potency, µM (titrated, usually from 53.6 µM), for inactives: at the top dose activity change, negative = inhibition, usual class: inhibitors | hit rate 5.4% among 310,000; further: potency means the concentration at half of the fitted maximal effect; on the % scale 0 is the no-effect control and ±100 the full control effect; nearly all actives have a fitted effect of over 60% in size
#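 Drosophila Schneider cells stably carrying a metallothionein-driven Gal4 DBD–ROR gamma fusion and a UAS-Photinus luciferase reporter were exposed to compound for 1 hr, then induced with copper sulfate (700 uM final) for 20 hr at ambient temperature before luminescence reading.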
# FLuc modulator = counter-screen for miR-21 project: firefly luciferase inhibitors or activators. hit rate 6.9% among 360,000. Potency, µM (highest dose often 57.5 µM), for inactives: at the highest dose activity change, negative = inhibition, most hits filed as inhibitors. purified FLuc, Km substrates, luminescence inhibition;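 further: potency means the concentration at half of the fitted maximal effect; plate controls were vehicle for no effect and reference inhibitor for full effect; nearly all actives have a fitted effect of over 55% in size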
# Target sequence (P08659 whole entry, looked up): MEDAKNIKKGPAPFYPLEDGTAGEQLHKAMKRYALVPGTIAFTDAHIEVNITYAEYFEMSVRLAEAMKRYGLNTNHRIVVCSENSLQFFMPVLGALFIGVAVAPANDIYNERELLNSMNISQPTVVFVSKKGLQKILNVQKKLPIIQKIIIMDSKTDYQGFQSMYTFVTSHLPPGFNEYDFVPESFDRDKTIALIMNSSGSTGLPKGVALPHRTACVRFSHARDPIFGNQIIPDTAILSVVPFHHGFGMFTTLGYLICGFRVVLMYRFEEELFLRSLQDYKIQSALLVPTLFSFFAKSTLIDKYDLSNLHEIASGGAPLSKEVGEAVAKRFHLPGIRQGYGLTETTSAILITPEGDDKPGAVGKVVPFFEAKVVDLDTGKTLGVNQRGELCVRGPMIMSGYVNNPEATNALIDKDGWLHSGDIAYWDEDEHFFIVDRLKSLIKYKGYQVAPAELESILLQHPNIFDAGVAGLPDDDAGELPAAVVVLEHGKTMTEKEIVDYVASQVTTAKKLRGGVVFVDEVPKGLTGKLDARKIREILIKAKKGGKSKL
#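 Biochemical qHTS of compounds, final roughly 60 µM downward over six points, against 10 nM purified firefly luciferase using Km concentrations of substrates (10 uM D-luciferin, 10 uM ATP) in Tris acetate pH 7.5 buffer; luminescence output.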
# Active calls of the source: *; ? = inconclusive; / = no result given; [ ] = dose if it differs, or a comment. Unless noted, the call rests on the fitted dose curve; in most records, active means well fitted curve in the direction sought with a large enough effect; inconclusive means small, poorly fitted or top-dose-only effect, or another doubt; inactive means no such curve, though single readings can be large; an effect the other way counts as inactive or inconclusive.
SMILES,BRCA1 expr act,ELG1 genotox,Tb PFK inh,TRPV1 ag,p53 reactivator,NPC1 prom act,Gal4-VP16 FLuc,ELG1 DNA repair,Rab9 promoter act,RORgamma inh,FLuc modulator
Cc1ccc(S(=O)(=O)N2CCOCC2)cc1C(=O)NC1CCCCCC1,-13%,0%,3%,-3,4%,0%,-15%,3%,5%,0%,-1%
CCC(C(=O)NCCc1ccc(C)cc1)n1nc(C)c2c(C)n(-c3ccccc3)nc2c1=O (configuration not stated),-41%,-3%,2%,3,-3%,-7%,?,-11%,0%,?,1%
CCC1=NN2C(=N)/C(=C\c3ccc(OCCOc4ccc(NC(C)=O)cc4)c(OC)c3)C(=O)N=C2S1,-30%,1%,2%,-2,-2%,-3%,8%,1%,-6%,-3%,3%
O=C(Nc1ccccc1N1CCOCC1)c1cc(Cl)c2c(c1)OCO2,-11%,5%,7%,5,-1%,-2%,/,13%,11%,/,2%
CCCCn1c(N)c(N(CC(C)C)C(=O)C2=NN(c3ccccc3)C(=O)CC2)c(=O)[nH]c1=O,-5%,1%,-4%,-5,-3%,-5%,/,26%,11%,/,-1%
Cc1ccc(N2C(=O)NC(C(F)(F)F)(C(F)(F)F)C3=C2CC(C)(C)CC3=O)cc1,-25%,1%,-10%,2,-10%,-1%,-10%,-1%,-12%,-2%,4%
Cc1cccc(NC(=O)Nc2cc(C)cc(C)n2)c1,3.5µM*,?,-3%,0,0%,2.2µM*,-21%,?,1.3µM*,20%,1.5µM*
COc1ccccc1NS(=O)(=O)c1cccc(C(=O)NCc2ccco2)c1,-21%,0%,-5%,0,1%,0%,13%,-17%,-3%,?,3%
Cn1c(NCC(O)c2ccccc2)nc2c1c(=O)n(Cc1ccc(Cl)cc1)c(=O)n2C (configuration not stated),-33%,-12%,-1%,-3,-8%,-2%,-13%,?,-18%,?,1%
CCCCCCCC(=O)NNC(=O)CCC(=O)O,0%,-2%,-2%,-7,3%,-4%,2%,-5%,-5%,-9%,0%
O=C(COC(=O)c1ccc[nH]c1=O)NC1CC1,-16%,3%,1%,/,2%,/,/,21%,/,/,/
CCC(NS(=O)(=O)c1cn(C)nc1C)c1ccccc1 (configuration not stated),19%,0%,-4%,0,-2%,-4%,-18%,-9%,5%,-2%,0%
Cc1ccc(N(CC(=O)O)S(C)(=O)=O)cc1Cl,2%,-2%,2%,0,4%,3%,-3%,0%,-2%,0%,-2%
COc1ccc(/C(N)=N/OC(=O)Cc2ccccc2[N+](=O)[O-])cc1,27%,-1%,-5%,20,19%,-1%,9%,?,-2%,41%,-19%
CC(C)C(NS(=O)(=O)c1ccc2c(c1)Cc1cc(S(=O)(=O)NC(C(=O)O)C(C)C)ccc1-2)C(=O)O (configuration not stated),-11%,-1%,0%,4,-10%,-1%,0%,0%,0%,0%,0%
CCC(c1nnnn1C1CCCC1)N1CCN(Cc2ccccc2)CC1 (configuration not stated),-10%,-1%,0%,6,-1%,0%,-10%,-9%,-1%,?,2%
COC(=O)C1=C(C)NC(=O)CC1c1ccc(C(=O)OC)cc1 (configuration not stated),-14%,2%,-8%,-4,0%,-2%,2%,?,3%,4%,0%
COc1ccc(-n2c(-c3cccc(OC)c3)nc(=S)c3c2CCCC3)cc1,-11%,-1%,0%,0,0%,-6%,?,-6%,0%,10µM*,1%
CCN(c1cccc(C)c1)S(=O)(=O)c1nnc(NC(=O)c2ccco2)s1,13%,-3%,-1%,-7,5%,1%,?,-1%,3%,-38%,2%
CC(=O)Nc1ccc(S(=O)(=O)N2CC3(C)CC2CC(C)(C)C3)cc1 (configuration not stated),-26%,-5%,-2%,21,-4%,-4%,-2%,4%,-3%,4%,1%
N#Cc1ccc(OS(=O)(=O)c2ccc(-c3ccon3)s2)cc1,-2%,-9%,-13%,-3,-10%,4%,?,3%,-6%,?,-2%
CCn1c(=O)cc(SCC(=O)NCCN2CCN(Cc3ccccc3)CC2)c2ccccc21,-31%,6%,-1%,10,?,-4%,1%,?,-2%,3%,0%
Cc1ccc(OCC(=O)N/N=C/c2ccc3c(c2)OCO3)cc1C,38%,6%,1%,10,-1%,0%,4%,?,0%,-1%,-16%
COC(=O)c1cn(C(=O)c2ccc(OC)cc2)c2ccccc12,-23%,14%,0%,-3,/,-20%,-3%,6%,-10%,41%[1.91 µM],2%
CC1CC(=O)N(CC(=O)Nc2cccc(Cl)c2)c2ccccc2S1(=O)=O (configuration not stated),-10%,7%,-3%,3,-11%,2%,-5%,10%,2%,-20%,-1%
CC(C)Cc1ccc(C(=O)NCc2ccc3c(c2)OCO3)o1,6%,-2%,1%,?,/,-4%,-1%,-16%,2%,?,-16%
Cc1noc(C)c1C(=O)OC(C)C(=O)N(C)c1ccccc1 (configuration not stated),6%,0%,-3%,-2,-7%,0%,/,7%,1%,/,/
CCc1nn(CC(=O)O)c(=O)c2ccccc12,2%,1%,4%,0,-2%,-2%,-2%,2%,7%,1%,-2%
Cc1cc(C)cc(NC(=O)CSc2nnc(C3CC3)n2CC2CCCO2)c1 (configuration not stated),-4%,6%,3%,-1,-3%,-2%,7%,-2%,0%,-1%,1%
COc1ccc(Cl)cc1NC(=O)CSc1nnc(-c2ccncc2)n1CC1CCCO1 (configuration not stated),0%,-2%,-1%,-1,-13%,0%,3%,-9%,2%,5%,2%
O=C(CSc1ccccc1)NCCCc1ccccc1,51%,8%,-8%,12,-1%,0%,-2%,13%,-4%,33%,-13%
COc1ccc(N(CN2C(=O)C3CCCCC3C2=O)C(=O)c2ccco2)cc1 (configuration not stated),8%,-1%,-2%,0,-3%,2%,-7%,-11%,3%,0%,-2%
CNC(=O)c1[nH]cnc1C(=O)N[C@@H](C)C(=O)OC(C)(C)C,-8%,4%,1%,0,-3%,-6%,-1%,-13%,-1%,-42%,-2%
CC(=O)c1ccc(OCC(=O)N(CCC2=CCCCC2)c2c(N)n(Cc3ccccc3)c(=O)[nH]c2=O)cc1,-43%,4%,-3%,-1,-7%,2%,/,?,-3%,/,6%
Cc1cc(C)nc(Sc2nc(Cl)nc(N(c3ccccc3)c3ccccc3)n2)n1,-1%,?,-12%,-1,15%,4%,?,?,-4%,11µM*,3%
CCOC(=O)C1=C2SCCN2C(=O)C(C#N)C1(C)C (configuration not stated),-1%,-9%,1%,-1,-2%,-1%,-3%,0%,10%,-15%,2%
CNC(=S)N/N=C/c1cc(Br)cc(Br)c1O,-72%,-5%,0%,-8,?,5%,3.2µM*,?,-1%,3.2µM*,-2%
COc1ccccc1CNC(=O)CCC(=O)N1Cc2cccc(OC)c2Oc2ncccc21,7%,4%,2%,3,0%,-1%,3%,7%,-2%,-2%,1%
CCOc1ccccc1CN1CCC(N2CCC(C(=O)NC3CC3)CC2)CC1,-2%,-1%,0%,-2,-21%,-3%,1%,0%,-1%,-20%,1%
C=CCOn1c(=O)c(-c2ccccc2)[n+]([O-])c2ccccc21,0%,?,1%,2,-1%,5%,4%,0%,0%,-2%,2%

# Entries of single compounds from above. Order of values: BRCA1 expr act | ELG1 genotox | Tb PFK inh | TRPV1 ag | p53 reactivator | NPC1 prom act | Gal4-VP16 FLuc | ELG1 DNA repair | Rab9 promoter act | RORgamma inh | FLuc modulator
# Results for CCOc1ccccc1CN1CCC(N2CCC(C(=O)NC3CC3)CC2)CC1 → -2% | -1% | 0% | -2 | -21% | -3% | 1% | 0% | -1% | -20% | 1%
# Results for C=CCOn1c(=O)c(-c2ccccc2)[n+]([O-])c2ccccc21 → 0% | ? | 1% | 2 | -1% | 5% | 4% | 0% | 0% | -2% | 2%

# (cont.)
SMILES,BRCA1 expr act,ELG1 genotox,Tb PFK inh,TRPV1 ag,p53 reactivator,NPC1 prom act,Gal4-VP16 FLuc,ELG1 DNA repair,Rab9 promoter act,RORgamma inh,FLuc modulator
Cc1cc(C)c(C#N)c(SCC(=O)N(CC(C)C)C2CCS(=O)(=O)C2)n1 (configuration not stated),-22%,4%,-7%,1,-1%,-3%,/,0%,-8%,/,0%
CCC(=O)N1N=C(c2ccc(C)o2)CC1c1ccc(OC)cc1 (configuration not stated),73%,12%,1%,14,0%,1%,-5%,-2%,16%,9%,-2%
O=C(CSc1nnc2ccc(-c3ccccc3)nn12)NCC1CCCO1 (configuration not stated),1%,2%,-4%,3,2%,-2%,-11%,-11%,-8%,0%,-1%
Cc1ccc(CNC(=O)C2CC(c3ccccc3F)=NO2)cc1 (configuration not stated),0%,/,4%,?,/,-9%,17%,11%,-6%,14%,-16%
O=[N+]([O-])c1cc([N+](=O)[O-])c(Oc2cc(Cl)ccc2Cl)cc1NC1CCCCCCC1,13%,-2%,-1%,1,14%,-4%,-4%,9%,-4%,-16%,1%
